aSyn 5UTR inh = MLPCN primary screen, SNCA 5' untranslated region; alpha-synuclein 5'UTR reporter, inhibitor activity; inhibition, % (tested at 7.5 µM); 0.82% of 300,000 active; in the data active = inhibition above about 60%; inconclusive = no clear call, values can overlap the other calls;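 also: H4 neuroglioblastoma cells stably carrying SNCA 5'UTR luciferase fusion; 0% = DMSO wells and 100% = positive control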
TRPC6 act = mouse TRPC6 channel activation; Q61143; HEK293-TRPC6 membrane potential dye fluorescence; active compounds read high; B-score at 10 µM; 0.13% of 310,000 active; AID 2550;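 active = B-score of the integrated fluorescence ratio above library mean plus 3 SD, and starting fluorescence ratio within library mean plus 5 SD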;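 also: higher score means more depolarization so channel activation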
KLF5 inhibitor = inhibitors of KLF5 expression; AID 1700; DLD-1 KLF5 promoter-luciferase reporter, luminescence; inhibition, % at 5 µM; 0.23% of 290,000 active;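 active = inhibition above a per-plate limit of that plate's mean compound inhibition plus 3 SD, cut at about 60% in these data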;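 also: 0% = DMSO wells and 100% = LY294002 at 200 µM; higher means less KLF5 promoter-driven luciferase light; inactives centre near -14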
TRPC4 act = TRPC4 (mouse) channel activation. Q9QUQ5. HEK293 TRPC4beta/mu-opioid, Fluo4 calcium fluorescence; active compounds read high. B-score at 10 µM. 0.49% of 310,000 active;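 active = B-score above 5 SD of library B-scores, and initial fluorescence ratio not above library mean plus 5 SD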;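 also: positive B-score marks a calcium rise read as TRPC4 activation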
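system = HEK293 cells stably co-expressing mouse TRPC4beta and mu-opioid receptor | schedule = Fluo4 dye loading 45 min at room temperature, 110 s recording | measure = B-scored integrated calcium fluorescence ratio | signal = Fluo4 calcium-sensitive dye fluorescence, kinetic, 1 Hz baseline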
TRPC6 inhibitor = blocks the mouse TRPC6 cation channel; B-score at 10 µM; Q61143; 1.1% of 310,000 active; HEK293-TRPC6, membrane potential dye, ACh-evoked depolarization; active compounds read low;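 active = B-score under library mean minus 3 SD, initial fluorescence not abnormally high, positive integrated signal ratio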;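 also: B-score derived from integrated fluorescence ratio over the kinetic read; more negative B-score means stronger inhibition of depolarization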
SKKanGAS inh = inhibitors of SKKanGAS S. pyogenes growth in kanamycin (SK-promoter or general growth effect) | BacTiter-Glo, 6 h | inhibition, % at 7.5 µM | 1.3% of 300,000 active;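 active = mean replicate score, as percent of positive control median, at least 50; inconclusive = mean below 50 but one replicate at or above 50; inactive = mean and every replicate below 50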;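 also: strain carries kanamycin resistance gene driven by streptokinase promoter and grows in 40 µg/ml kanamycin; loss of luminescence reflects streptokinase promoter inhibition or plain growth inhibition; 0% = median of DMSO wells and 100% = positive control at its reference dose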
MrgX1 antag = antagonists of human MrgX1 receptor; Q96LB2; MRGX1-HEK293 calcium flux, Fluo-4, BAM8-22 antagonism; active compounds read low; 1.3% of 310,000 active; B-score at 10 µM; AID 588676;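 active = calcium-response B-score plate-corrected more than 3 library SD below zero, starting fluorescence within 5 deviations, no agonist response on first addition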;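 also: peak minus trough fluorescence over baseline after final BAM8-22 challenge near maximal dose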
Target sequence (Q96LB2 whole entry, looked up): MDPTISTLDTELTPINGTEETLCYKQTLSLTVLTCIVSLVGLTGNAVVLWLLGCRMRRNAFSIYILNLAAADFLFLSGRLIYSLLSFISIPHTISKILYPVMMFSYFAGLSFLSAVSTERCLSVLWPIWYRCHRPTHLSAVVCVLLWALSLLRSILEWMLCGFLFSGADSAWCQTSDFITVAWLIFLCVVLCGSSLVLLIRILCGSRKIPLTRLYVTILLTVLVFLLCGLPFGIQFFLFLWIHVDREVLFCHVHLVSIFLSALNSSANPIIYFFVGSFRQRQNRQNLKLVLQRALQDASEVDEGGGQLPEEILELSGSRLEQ
IEC-6 tox = counter-screen for KLF5 inhibitors: cytotoxicity in IEC-6 cells | IEC-6 cytotoxicity, luminescence viability | inhibition, % at 5 µM | 0.78% of 290,000 active | AID 1825; in the data active = inhibition above about 22%;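 also: 0% = plate median of test compound wells and 100% = cytotoxic reference compound wells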
HIF act = HIF pathway transcriptional activation; U2OS HRE-luciferase reporter, luminescence; normalized: DMSO 0%, desferrioxamine 100%; activation, % at 7.5 µM (by protocol); 0.32% of 300,000 active;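 active = mean activation of at least 10% of the iron chelator positive control signal, with at least half of replicates also reaching 10%; inconclusive = mean and replicate majority disagree about reaching 10%; inactive = mean and most replicates under 10%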
TRPC4 PAM = allosteric potentiators of mouse TRPC4 channel | AID 2227 | 0.42% of 310,000 active | HEK293 TRPC4beta/mu-opioid, DAMGO EC20, Fluo-4 Ca2+ flux; active compounds read high | B-score at 10 µM;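 active = B-score of calcium response area above 5 SD of library B-scores, with initial fluorescence ratio within 5 SD of library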;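 also: B-score of integrated fluorescence ratio over time as area under calcium response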
TRPC4 inh = blocks the mouse TRPC4 cation channel; Q9QUQ5; HEK293 TRPC4beta/mu-opioid, DAMGO-evoked Fluo4 calcium flux; active compounds read low; B-score at 10 µM; 0.39% of 300,000 active; AID 2247;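 active = B-score over 3 SD under the library average, no early fluorescence shift, positive overall ratio signal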
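material = TRPC4beta/mu-opioid receptor HEK293 cell line | probe or stimulus = sequential submaximal and maximal DAMGO stimulation | compound dosing = one concentration per compound | measured by = Fluo4 Ca2+ flux fluorescence | evaluation = integrated fluorescence ratio relative to baseline, converted to per-well B score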
The depositor's hits bear a star; i = inactive; ? = inconclusive; . = not tested or not shown.

SMILES | aSyn 5UTR inh | TRPC6 act | KLF5 inhibitor | TRPC4 act | TRPC6 inhibitor | SKKanGAS inh | MrgX1 antag | IEC-6 tox | HIF act | TRPC4 PAM | TRPC4 inh
Cc1cc(C)cc(N(C(=O)c2csnn2)C(C(=O)NC(C)(C)C)c2cccnc2)c1 (stereo not drawn) | -6.3 | i | 2.9 | i | i | 3.8 | i | -2.3 | 0.0 | i | i
C/C(=N\NC(=O)Cc1cc(=O)[nH][nH]1)c1cccc([N+](=O)[O-])c1 | 6.1 | i | -16.2 | i | i | -14.9 | i | -1.8 | -0.3 | i | i
O=C(Nc1cccc(F)c1)NC1CCN(Cc2ccccc2)CC1 | -12.2 | i | -3.5 | i | i | 6.6 | i | -2.1 | -0.1 | i | i
NS(=O)(=O)c1ccc(CNC(=O)CNC(=O)Cc2ccccc2)cc1 | 14.6 | i | -19.1 | i | i | -2.1 | i | -5.6 | -1.8 | i | i
COC(=O)c1[nH]c2ccc(Cl)cc2c1NC(=O)CCN1CCN(C2CCCCC2)CC1 | -10.4 | i | 10.7 | i | i | -2.6 | i | 9.8 | -0.8 | i | i
COc1ccccc1/C=C/CN1CCN(Cc2ccc(F)cc2)C(CCO)C1 (stereo not drawn) | 13.3 | i | 2.2 | i | i | -1.2 | i | 2.5 | -0.3 | i | i
COc1ccc(NC(=O)c2ncn[nH]2)cc1 | -28.8 | i | -78.9 | i | i | 5.8 | i | 2.5 | 0.1 | i | i
CCN(CC)CCNC(=O)C(=O)Nc1ccc2c(c1)N(S(=O)(=O)c1cccs1)CCC2 | -15.7 | i | . | i | i | -5.2 | i | . | -1.1 | i | i
O=C(CCC(=O)N1CCN(c2ccccc2F)CC1)N1CCN(c2ccccc2)CC1 | 6.9 | i | -9.8 | i | i | -9.0 | i | -3.5 | -0.1 | i | i
CCOC(=O)CSC1=C(C#N)C(c2ccc(C)o2)CC(=O)N1 (stereo not drawn) | 78.1* | i | 54.6 | i | i | -8.4 | i | 82.9* | 2.2 | i | i
CSc1ncc(S(=O)(=O)c2ccccc2)c(=O)[nH]1 | 10.9 | i | 5.6 | i | i | -0.3 | i | 0.2 | -0.1 | i | i
CCOc1cc(/C=N/NC(N)=O)cc(Br)c1OCc1ccccc1 | 45.3 | i | . | i | i | -6.3 | i | . | -0.5 | i | i
Cc1sc(NC(=S)NC(=O)c2cccs2)nc1-c1ccc(C(C)C)cc1 | -20.7 | i | 2.2 | i | i | . | i | 2.6 | 0.2 | i | i
Nc1c(/C=C2/C=CC(=O)C(O)=C2)c(=O)nc2sc(CC(=O)N3CCCC3)nn12 | -1.2 | i | -11.9 | i | i | -1.1 | i | 4.0 | 0.7 | i | i
CCCN(CCC)CCCOC(=O)c1ccc(Cl)cc1Cl | 7.0 | i | -15.1 | i | i | 4.9 | i | -1.8 | 0.1 | i | i
O=C(CCN1C(=O)c2cccc3cccc(c23)C1=O)N1CCN(Cc2ccc3c(c2)OCO3)CC1 | -52.1 | i | 15.3 | i | i | -6.9 | i | 3.8 | -0.1 | i | i
CC1=C(C(=O)OC2CCCC2)C(c2ccc(C)o2)C2=C(CC(c3cccs3)CC2=O)N1 (stereo not drawn) | -38.5 | i | -14.0 | i | i | 13.2 | i | -4.3 | -0.4 | i | i
Cc1ccc(C(=O)c2c3ccc(C(F)(F)F)cc3[n+]([O-])n2CCC(N)=O)cc1 | -22.9 | i | -5.1 | i | i | 0.4 | i | -4.5 | -0.2 | i | i
Cc1c(O)ccc2c(=O)c(Oc3ccccc3)coc12 | -35.6 | i | -17.8 | i | i | 5.2 | i | -7.6 | -0.9 | i | i
CCN(CC)C(=O)C1=C(C)Nc2nnnn2C1c1cccnc1 (stereo not drawn) | 17.1 | i | -28.4 | i | i | 0.8 | i | -3.5 | 0.1 | i | i
O=C(Nc1ccc2c(c1)oc1ccc(S(=O)(=O)N3CCCC3)cc12)C1CC1 | 36.6 | i | -19.9 | i | i | 5.1 | i | 1.6 | -0.3 | i | i
O=c1cc(-c2ccccc2)nc(SCc2ccc(Cl)cc2)[nH]1 | 2.8 | i | 1.8 | i | i | 3.1 | i | -2.5 | 0.1 | i | i
CCOC(=O)c1c(O)cc(C)cc1Nc1ccccc1 | 22.3 | i | -26.9 | i | i | 51.1* | i | -1.6 | -0.8 | i | i
COc1ccc(OC)c(Nc2nc3ccccc3n3cnnc23)c1 | 25.8 | i | -19.7 | i | i | 1.2 | i | -9.0 | -0.1 | i | i
O=C(O)CC1CCS(=O)(=O)C1 (stereo not drawn) | -13.7 | i | -28.0 | i | i | 1.0 | i | -3.3 | -0.2 | i | i
CN1CCc2c(sc(NC(=O)c3ccc(S(=O)(=O)N4CCCCCC4)cc3)c2C(N)=O)C1 | 5.1 | i | -22.0 | i | -6.45* | 7.4 | i | -5.9 | -0.2 | i | i
COC(=O)CSc1nc(NC(C)(C)C)nc(N(C)C)n1 | -47.3 | i | -50.0 | i | i | 6.7 | i | 5.6 | 1.3 | i | i
O=C(CCl)Nc1cc2[nH]c(=O)[nH]c2cc1Br | -45.0 | i | -2.0 | i | i | -2.6 | i | 5.5 | -2.7 | i | i
Cc1ccc(NC(=O)CSc2nc3ccccc3c(=O)n2CCCC(=O)NCCCN2CCOCC2)cc1C | 28.6 | i | -18.3 | i | i | -1.6 | i | 1.2 | 0.3 | i | i
O=C(O)c1cc([N+](=O)[O-])c(Sc2nc3ccccc3[nH]2)c([N+](=O)[O-])c1 | -1.1 | i | -24.1 | i | i | -3.3 | i | -8.6 | -2.4 | i | i
CCCCCCCCCCn1c2c(c(=N)c3c1CCC3)CCC2 | 71.2* | i | 60.6 | 52* | -5.03* | ? | -6.17* | 56.1* | -1.4 | i | i
CCC(CCC(=O)Nc1ccn(-c2ccccc2)n1)C(=O)O (stereo not drawn) | -8.9 | i | -23.4 | i | i | 1.2 | i | -5.8 | -0.3 | i | i
CC[C@@]1(c2ccccc2OC)C(=O)N(C(=O)OC)N1C(=O)OC | -21.9 | i | -14.8 | i | i | 8.5 | i | 6.2 | -0.5 | i | i
CSCCNC(=O)c1ccc(OC2CCN(CCc3ccccc3)CC2)cc1 | -2.9 | i | -33.4 | i | i | 1.6 | i | 3.4 | -0.1 | i | -6*
CN(C(=O)CN1C(=O)/C(=C/c2ccccc2Cl)SC1=S)C1CCS(=O)(=O)C1 (stereo not drawn) | -9.5 | i | -6.6 | i | i | -1.2 | i | -5.5 | 0.0 | i | i
C=CCNc1nc(Nc2ccc([N+](=O)[O-])cc2)nc(OCC)n1 | -2.4 | i | -9.6 | i | i | -4.1 | i | 4.6 | -14.8 | i | i
Cn1ccnc1SCC(=O)Nc1cc(F)ccc1F | 10.1 | i | -32.1 | i | i | -5.1 | i | 3.0 | 0.1 | i | i
CC1(C)CC(=O)c2cnc3c(C#N)cnn3c2C1 | 17.6 | i | 8.2 | i | i | 1.4 | i | -2.8 | -0.1 | i | i
CCc1cc2c(-c3ccccc3)cc(=O)oc2cc1OC(C)C(=O)NCC1CCC(C(=O)O)CC1 (stereo not drawn) | 11.4 | i | 8.9 | i | i | 29.4 | i | -5.5 | 0.2 | i | i
COc1cccc(NC(=O)c2cc(C(=O)Nc3cccc(OC)c3)n(C)n2)c1 | 20.9 | i | -11.6 | i | i | 14.4 | i | 3.1 | -0.6 | i | i

In another format: three of the compounds above.
Results follow in this order: aSyn 5UTR inh	TRPC6 act	KLF5 inhibitor	TRPC4 act	TRPC6 inhibitor	SKKanGAS inh	MrgX1 antag	IEC-6 tox	HIF act	TRPC4 PAM	TRPC4 inh
CC[C@@]1(c2ccccc2OC)C(=O)N(C(=O)OC)N1C(=O)OC
→ -21.9	i	-14.8	i	i	8.5	i	6.2	-0.5	i	i
COc1cccc(NC(=O)c2cc(C(=O)Nc3cccc(OC)c3)n(C)n2)c1
→ 20.9	i	-11.6	i	i	14.4	i	3.1	-0.6	i	i
CCC(CCC(=O)Nc1ccn(-c2ccccc2)n1)C(=O)O (stereo not drawn)
→ -8.9	i	-23.4	i	i	1.2	i	-5.8	-0.3	i	i

Next part:
SMILES | aSyn 5UTR inh | TRPC6 act | KLF5 inhibitor | TRPC4 act | TRPC6 inhibitor | SKKanGAS inh | MrgX1 antag | IEC-6 tox | HIF act | TRPC4 PAM | TRPC4 inh
COc1cc2c(C#N)c(N3CCN(c4ccccc4OC)CC3)nc(N)c2c(N)n1 | 25.9 | i | -31.6 | i | i | 71.7* | i | -7.5 | -0.3 | i | i
Cn1nc(C(=O)NCc2ccccn2)c2ccccc2c1=O | 4.3 | i | -14.3 | i | i | 3.2 | i | -6.2 | 0.5 | i | i
O=C(CCSCCc1ccccn1)Nc1c(F)cc(F)cc1Br | -34.9 | i | -20.3 | i | i | -5.1 | i | 1.8 | 0.1 | i | i
Cc1cc2cc(CN3C(=O)c4ccccc4C3=O)ccc2n1C | -3.4 | i | -4.0 | i | i | 3.0 | i | -7.6 | -0.1 | i | i
Cc1ccc(S(=O)(=O)c2c(C)cc(C)nc2N2CCCC2)cc1 | 23.6 | i | -11.2 | i | i | 5.8 | i | 3.2 | 0.2 | i | i
CCOC(=O)C(=CNc1cscc1S(=O)(=O)C(C)C)C(=O)OCC | 14.4 | i | -35.1 | i | i | 0.0 | i | 1.8 | 0.0 | i | i
CC(C)n1c(CN2CCN(C)CC2)nc2c1c(=O)n(C)c(=O)n2C | 7.8 | i | -8.4 | i | i | -3.5 | i | -4.9 | -0.3 | i | i
CC(C)c1ccccc1NC(=O)COC(=O)c1c2c(nc3ccccc13)CCN(Cc1ccccc1)C2 | 12.5 | i | 21.1 | i | i | 6.5 | i | 5.9 | -0.6 | i | i
COc1ccc(/C=N/NC(=O)CN2CCSCC2)cc1C | -43.8 | i | -23.8 | i | i | 0.3 | i | -5.1 | -0.3 | i | i
CN1CCN(c2ccc(CNS(=O)(=O)c3ccsc3)cc2)CC1 | -27.7 | i | -26.8 | i | i | -9.0 | i | -1.4 | 0.2 | 22* | i
O=C(Cc1nn[nH]n1)NCc1ccccc1Cl | 2.2 | i | -6.5 | i | i | 10.6 | i | 0.6 | -0.2 | i | i
CC(=O)N(c1ccccc1C)S(=O)(=O)c1ccc(Cl)cc1 | 8.4 | i | -0.3 | i | i | -9.3 | i | -3.9 | 0.1 | i | i
COC(=O)c1c(-c2ccc(C)cc2)csc1NC(=O)Cc1ccc(OC)c(OC)c1 | 29.5 | i | -8.7 | i | i | 21.7 | . | 4.1 | 0.0 | i | i
CN(C)C(=O)CCN1CCOCC1 | . | i | -21.7 | i | i | 1.0 | i | 3.4 | . | i | i
